Screens (PubChem)
EZH2 inh – EZH2/PRC2 methyltransferase inhibitors, primary screen, biochemical, DELFIA time-resolved fluorescence, single point. inhibition, % at 12.5 µM. Histone-lysine N-methyltransferase EZH2 (Homo sapiens), Q15910. actives 0.35% (n = 57,000). AID 651548, 2012. PRC2 H3K27 methylation, DELFIA TRF, 1 h;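 active means mean inhibition of replicates at least 50% and every single replicate also reaching 50%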;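 further: dimethyl H3K27 on biotinylated H3 21-44 peptide detected by antibody; plate controls were median neutral control wells for no effect and median positive control wells for full effect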
Target sequence (Q15910 whole entry, looked up): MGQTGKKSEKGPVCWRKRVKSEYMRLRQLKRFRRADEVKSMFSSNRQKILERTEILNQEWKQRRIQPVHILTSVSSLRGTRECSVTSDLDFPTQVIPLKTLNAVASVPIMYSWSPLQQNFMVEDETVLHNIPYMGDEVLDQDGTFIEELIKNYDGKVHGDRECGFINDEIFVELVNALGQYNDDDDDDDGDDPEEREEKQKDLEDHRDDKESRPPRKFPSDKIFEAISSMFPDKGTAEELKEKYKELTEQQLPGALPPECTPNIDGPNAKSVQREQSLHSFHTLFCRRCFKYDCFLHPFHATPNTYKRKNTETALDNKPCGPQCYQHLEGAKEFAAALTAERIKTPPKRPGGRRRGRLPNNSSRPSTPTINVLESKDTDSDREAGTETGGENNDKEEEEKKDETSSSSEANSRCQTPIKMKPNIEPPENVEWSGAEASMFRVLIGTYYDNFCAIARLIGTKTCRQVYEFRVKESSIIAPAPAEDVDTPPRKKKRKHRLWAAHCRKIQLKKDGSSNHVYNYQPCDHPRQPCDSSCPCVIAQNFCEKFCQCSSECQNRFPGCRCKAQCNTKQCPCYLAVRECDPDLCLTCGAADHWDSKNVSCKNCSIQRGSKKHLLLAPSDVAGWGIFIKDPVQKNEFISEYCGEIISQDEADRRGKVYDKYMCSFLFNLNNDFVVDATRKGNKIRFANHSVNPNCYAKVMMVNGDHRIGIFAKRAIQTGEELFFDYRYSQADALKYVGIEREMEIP
IDH1 mut inh – inhibitors of IDH1 R132H reductase, primary screen, biochemical, plate reader, single point. diaphorase/resazurin fluorescence, 60 min. actives 0.18% (n = 70,000). inhibition, % at 10 µM. Isocitrate dehydrogenase [NADP] cytoplasmic (Homo sapiens), O75874; in the data active means inhibition above about 34%;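 further: 0% = DMSO and 100% = no enzyme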
* marks the source's active call; other numbers are inactive results; & = joins results of further samples. The list is partial; rates above refer to the full screens.

Preview (6 entries):
CO[C@H]1CN(C)C(=O)c2ccc(NC(=O)NC(C)C)cc2OC[C@@H](C)N(C(=O)C2CCC2)C[C@@H]1C was read as EZH2 inh 5 and IDH1 mut inh 0.3.
Screening O=C(O)C[C@@H]1C[C@H]2c3cc(NC(=O)NC4CCCC4)ccc3O[C@H]2[C@@H](CO)O1 returned EZH2 inh 2 and IDH1 mut inh -0.3.
CCOC(=O)c1c(NC(=O)CSc2nc3ccccc3[nH]2)sc(C)c1C was read as EZH2 inh 37 and IDH1 mut inh -0.4.
COc1ccccc1NC(=O)CNC(=O)c1ccccc1 was read as EZH2 inh -3 and IDH1 mut inh -0.2.
`CO[C@H]1CN(C)C(=O)c2ccc(NC(=O)c3ccc(F)cc3)cc2OC[C@H](C)N(C)C[C@H]1C` gave EZH2 inh 3 and IDH1 mut inh -0.2.
`CCNC(=O)C[C@H]1C=C[C@@H](NC(=O)C2CCC2)[C@H](CO)O1` gave EZH2 inh 7 and IDH1 mut inh -0.5.

This part in full, from the first entry:
CO[C@H]1CN(C)C(=O)c2ccc(NC(=O)NC(C)C)cc2OC[C@@H](C)N(C(=O)C2CCC2)C[C@@H]1C was read as EZH2 inh 5 and IDH1 mut inh 0.3.
Screening O=C(O)C[C@@H]1C[C@H]2c3cc(NC(=O)NC4CCCC4)ccc3O[C@H]2[C@@H](CO)O1 returned EZH2 inh 2 and IDH1 mut inh -0.3.
CCOC(=O)c1c(NC(=O)CSc2nc3ccccc3[nH]2)sc(C)c1C was read as EZH2 inh 37 and IDH1 mut inh -0.4.
COc1ccccc1NC(=O)CNC(=O)c1ccccc1 was read as EZH2 inh -3 and IDH1 mut inh -0.2.
`CO[C@H]1CN(C)C(=O)c2ccc(NC(=O)c3ccc(F)cc3)cc2OC[C@H](C)N(C)C[C@H]1C` gave EZH2 inh 3 and IDH1 mut inh -0.2.
`CCNC(=O)C[C@H]1C=C[C@@H](NC(=O)C2CCC2)[C@H](CO)O1` gave EZH2 inh 7 and IDH1 mut inh -0.5.
Screening C[C@@H]1CN([C@@H](C)CO)C(=O)c2cccc(NS(=O)(=O)c3cn(C)cn3)c2O[C@@H]1CN(C)Cc1ccc2c(c1)OCO2 returned IDH1 mut inh 1.6.
Cc1noc(C)c1S(=O)(=O)Nc1ccc2c(c1)CC(=O)N([C@H](C)CO)C[C@H](C)[C@@H](CN(C)C(=O)Nc1ccc(C(F)(F)F)cc1)O2 was read as IDH1 mut inh 0.4.
CO[C@H]1CN(C)C(=O)c2cc(NC(=O)C3CC3)ccc2OC[C@H](C)N(C(=O)c2ccccc2F)C[C@@H]1C was read as EZH2 inh -1 and IDH1 mut inh 0.2.
For CC(C)NC(=O)NCC[C@H]1CC[C@@H](NS(=O)(=O)c2ccc(Oc3ccccc3)cc2)[C@@H](CO)O1 the results were EZH2 inh 7 and IDH1 mut inh 0.8.
For C[C@@H]1CN([C@@H](C)CO)S(=O)(=O)c2ccc(C#Cc3ccccn3)cc2O[C@H]1CN(C)C the results were EZH2 inh -1 and IDH1 mut inh 0.1.
For NC(=O)c1c(NC(=O)c2cnn3c(C(F)F)cc(-c4ccccc4)nc23)sc2c1CCCC2 the results were EZH2 inh -5 and IDH1 mut inh 0.9.
Screening CCOc1cc(C)c(C(C)C)cc1S(=O)(=O)NC1CC(C)(C)NC(C)(C)C1 returned EZH2 inh -1 and IDH1 mut inh 0.0.
For COc1ccc(S(=O)(=O)N(C)C[C@H]2Oc3ccc(NS(=O)(=O)c4ccc(C)cc4)cc3C(=O)N([C@H](C)CO)C[C@@H]2C)cc1 the results were IDH1 mut inh -0.5.
For COC(=O)C1=CO[C@@H](O[C@@H]2O[C@H](CO)[C@@H](O)[C@H](O)[C@H]2O)[C@@H]2[C@@H](C)[C@@H](O)[C@@H](OC(=O)/C=C/c3ccc(O)c(O)c3)[C@H]12 the results were EZH2 inh 11 and IDH1 mut inh -1.6.
`C[C@H](CO)N1C[C@H](C)[C@@H](CN(C)Cc2ccncc2)OCCCC[C@H](C)Oc2ccc(NC(=O)NC3CCCCC3)cc2C1=O` gave EZH2 inh -2.
For COCC(=O)N(C)C[C@@H]1Oc2ncc(C#Cc3ccncc3)cc2C(=O)N([C@H](C)CO)C[C@@H]1C the results were EZH2 inh -23 and IDH1 mut inh 16.
For C/C=C/c1cccc(-c2nc(C(=O)NCc3ccncc3)cc3c2[C@H](CCO)N([S@@](=O)C(C)(C)C)C3)c1 the results were EZH2 inh 1 and IDH1 mut inh -0.2.
O=C(C[C@H]1C[C@H]2c3cc(NC(=O)C4CCC4)ccc3O[C@H]2[C@H](CO)O1)NCc1ccccc1F was read as EZH2 inh 6 and IDH1 mut inh -0.3.
`C[C@@H]1CN([C@H](C)CO)C(=O)c2cc(NC(=O)CCCCCC(=O)Nc3ccccc3N)ccc2O[C@H]1CN(C)C(=O)Nc1ccc(C(F)(F)F)cc1` gave EZH2 inh -42.
CO[C@@H]1CN(C)C(=O)c2ccc(NC(=O)C3CCCC3)cc2OC[C@H](C)N(C)C[C@H]1C was read as EZH2 inh -2 and IDH1 mut inh 0.1.
C[C@@H]1CN([C@H](C)CO)C(=O)Cc2cc(N(C)C)ccc2O[C@@H]1CN(C)C(=O)Nc1ccccc1 was read as EZH2 inh -4.
For C[C@H](CO)N1C[C@H](C)[C@H](CN(C)S(=O)(=O)c2cn(C)cn2)Oc2ccc(NC(=O)C3CC3)cc2C1=O the results were IDH1 mut inh 0.5.
Screening CSc1ccc(S(=O)(=O)N(CC(=O)O)c2ccc(C)cc2)cc1 returned EZH2 inh -9 and IDH1 mut inh -0.2.
For C[C@@H]1CN([C@H](C)CO)C(=O)c2ccccc2-c2ccccc2CO[C@@H]1CN(C)C(=O)CCN(C)C the results were EZH2 inh 1 and IDH1 mut inh 2.2.
For C[C@H](CO)N1C[C@H](C)[C@H](CN(C)S(=O)(=O)c2ccccc2)Oc2ncc(-c3cc4ccccc4o3)cc2C1=O the results were EZH2 inh 28 and IDH1 mut inh 0.3.
Screening CC1CCCC2OC2C(=O)c2c(O)cc(O)cc2CC(=O)O1 (centres undefined) returned EZH2 inh -13 and IDH1 mut inh 1.7.
`CCCNC(=O)N(C)C[C@H]1Oc2ncc(C#CC3(O)CCCC3)cc2C(=O)N([C@H](C)CO)C[C@H]1C` gave EZH2 inh -13 and IDH1 mut inh 1.8.
CC(=O)N1CN(C2CCS(=O)(=O)C2)Cc2c1sc1c2CCCC1 (centres undefined) was read as EZH2 inh 20 and IDH1 mut inh -0.3.
COc1ccc(S(=O)(=O)Nc2ccc3c(c2)CC(=O)N([C@H](C)CO)C[C@H](C)[C@@H](CN(C)C(=O)Nc2ccc4c(c2)OCO4)O3)cc1 was read as IDH1 mut inh 0.1.
CO[C@H]1CN(C)C(=O)c2cc(NS(=O)(=O)c3cccc(C)c3)ccc2OC[C@@H](C)NC[C@H]1C was read as EZH2 inh 9 and IDH1 mut inh 0.2.
For C[C@@H]1CN([C@H](C)CO)C(=O)c2cc(NS(=O)(=O)c3ccc(Cl)cc3)ccc2O[C@H]1CN(C)Cc1ccc(-c2ccccc2)cc1 the results were IDH1 mut inh 0.8.
`C[C@@H]1CN([C@@H](C)CO)C(=O)CCCn2nncc2CO[C@H]1CN(C)Cc1ccccc1C(F)(F)F` gave EZH2 inh 9 and IDH1 mut inh 6.5.
For Cc1ccc(S(=O)(=O)Nc2ccc3c(c2)CC(=O)N([C@@H](C)CO)C[C@H](C)[C@H](CN(C)S(=O)(=O)c2ccc(Cl)cc2)O3)cc1 the results were IDH1 mut inh 1.8.
`CCOc1ccc2nc(SCC(=O)Nc3cccc(C(F)(F)F)c3)sc2c1` gave EZH2 inh 30 and IDH1 mut inh 0.5.
Screening CC(C)CC#Cc1cnc2c(c1)C(=O)N([C@@H](C)CO)C[C@@H](C)[C@H](CN(C)C(=O)c1ccc(F)cc1)O2 returned EZH2 inh -11 and IDH1 mut inh -0.8.
Screening C[C@H]1CN([C@@H](C)CO)C(=O)c2cc(C#Cc3ccccc3)cnc2O[C@@H]1CN(C)S(=O)(=O)c1ccccc1F returned IDH1 mut inh -0.1.
For O=C(NCc1ccccn1)Nc1ccc(F)cc1F the results were EZH2 inh 4 and IDH1 mut inh 0.0.
`C[C@H](CO)N1C[C@H](C)[C@H](CN(C)Cc2ccc(C(=O)O)cc2)Oc2c(NC(=O)Nc3ccc4c(c3)OCO4)cccc2C1=O` gave IDH1 mut inh 0.4.
`C=CCN1C(=S)N[C@@H]2c3ccccc3O[C@@]1(C)[C@@H]2CO` gave EZH2 inh 0.
COc1ccc(OC(=O)N(C)C[C@@H]2OCc3ccccc3-c3ccccc3C(=O)N([C@@H](C)CO)C[C@H]2C)cc1 was read as EZH2 inh -1.
Screening CC(C)NC(=O)Nc1ccc2c(c1)CC(=O)N([C@@H](C)CO)C[C@H](C)[C@@H](CN(C)C(=O)Nc1ccc3c(c1)OCO3)O2 returned IDH1 mut inh -0.2.
For C[C@H](CO)N1C[C@H](C)[C@@H](CN(C)C(=O)CCCN(C)C)OCCCC[C@H](C)Oc2ccc(NC(=O)NC3CCCCC3)cc2C1=O the results were IDH1 mut inh 1.1.
C[C@H](CO)N1C[C@H](C)[C@@H](CN(C)S(=O)(=O)c2cn(C)cn2)Oc2ccc(NC(=O)CCN3CCOCC3)cc2CC1=O was read as IDH1 mut inh -4.3.
`CCCN(C)C[C@H]1Oc2ncc(C#Cc3ccccc3OC)cc2C(=O)N([C@H](C)CO)C[C@H]1C` gave EZH2 inh -12 and IDH1 mut inh -0.2.
CC(C)[C@H](C)NC(=O)N(C)C[C@@H]1OCc2ccccc2-c2ccccc2C(=O)N([C@H](C)CO)C[C@H]1C was read as EZH2 inh 8 and IDH1 mut inh 0.4.
`CCS(=O)(=O)NCC[C@H]1CC[C@H](NC(=O)C2CCCC2)[C@@H](CO)O1` gave EZH2 inh -15 and IDH1 mut inh 0.1.
Screening O=C1c2cc(O)cc(O)c2C(=O)c2c(O)cc(CO)cc21 returned IDH1 mut inh 0.0.
C[C@@H]1CN([C@H](C)CO)C(=O)c2c(c3ccccc3n2C)-c2ccccc2CO[C@@H]1CN(C)C was read as EZH2 inh 6 and IDH1 mut inh -0.5.
For CO[C@H](CN(C)S(=O)(=O)c1cccc(Cl)c1)[C@@H](C)CN([C@H](C)CO)S(=O)(=O)c1ccc(Cl)cc1 the results were EZH2 inh 15 and IDH1 mut inh -0.2.
Screening OC[C@H]1O[C@@H](n2cnc3c(N[C@H]4CCC[C@@H]4O)ncnc32)[C@H](O)[C@@H]1O returned EZH2 inh -18 and IDH1 mut inh -0.1.
`Cc1ccc(S(=O)(=O)N(C)C[C@@H]2Oc3ncc(Br)cc3C(=O)N([C@H](C)CO)C[C@@H]2C)cc1` gave EZH2 inh 3&-10 and IDH1 mut inh -0.2.
For C[C@@H]1CCCCO[C@H](CN(C)S(=O)(=O)c2ccc(F)cc2)[C@H](C)CN([C@@H](C)CO)C(=O)c2cc(NS(=O)(=O)c3ccccc3)ccc2O1 the results were IDH1 mut inh -0.3.
c1ccc(-c2noc(CSc3nnc(C4CC4)n3-c3ccccc3)n2)cc1 was read as IDH1 mut inh 0.3.
For CO[C@@H]1CN(C)C(=O)c2cc(NC(=O)C3CCCCC3)ccc2OC[C@H](C)N(Cc2nccs2)C[C@@H]1C the results were EZH2 inh 7 and IDH1 mut inh 0.1.
Screening CCn1c(SCC(=O)Nc2cccc3ccccc23)nnc1-c1ccco1 returned EZH2 inh 10 and IDH1 mut inh 0.0.
`C[C@H]1CN([C@@H](C)CO)C(=O)c2cc(-c3ccncc3)cnc2O[C@H]1CN(C)C(=O)CN1CCOCC1` gave EZH2 inh 4 and IDH1 mut inh -1.1.
Screening C[C@@H]1CCCCO[C@H](CN(C)Cc2ccc3c(c2)OCO3)[C@@H](C)CN([C@@H](C)CO)C(=O)c2cc(NC(=O)NC3CCCCC3)ccc2O1 returned IDH1 mut inh 0.8.
`C[C@@H]1CCCCO[C@H](CN(C)C(=O)Nc2ccc(F)cc2)[C@@H](C)CN([C@@H](C)CO)C(=O)c2cc(NC(=O)CCCN(C)C)ccc2O1` gave IDH1 mut inh 4.4.
For C[C@H]1CN([C@@H](C)CO)C(=O)c2cc(-c3cccnc3)cnc2O[C@H]1CN(C)C(=O)NC1CCCC1 the results were EZH2 inh 12 and IDH1 mut inh 0.3.
O=C(C[C@@H]1C[C@@H]2c3cc(NS(=O)(=O)c4ccc(F)cc4)ccc3O[C@@H]2[C@@H](CO)O1)NCc1cccnc1 was read as EZH2 inh 3 and IDH1 mut inh 0.4.
Screening COc1ccc(NC(=O)N[C@@H]2CC[C@@H](CCNS(=O)(=O)c3cccc(Cl)c3)O[C@H]2CO)cc1 returned EZH2 inh -21 and IDH1 mut inh -0.2.
`C[C@@H]1CN([C@@H](C)CO)C(=O)c2cc(NC(=O)c3ccncc3)ccc2O[C@H]1CN(C)CC1CCCCC1` gave EZH2 inh 3 and IDH1 mut inh 3.1.
Screening O=C(C1=C[C@H](c2ccc(C(F)(F)F)cc2)C[C@H](OCCCCO)O1)N1CCOCC1 returned EZH2 inh -1.
For C[C@H]1CN([C@@H](C)CO)S(=O)(=O)c2ccc(C#CC(C)(C)O)cc2O[C@@H]1CN(C)C the results were EZH2 inh 4 and IDH1 mut inh -1.0.
Screening Cc1noc(C)c1S(=O)(=O)Nc1ccc2c(c1)C(=O)N([C@H](C)CO)C[C@@H](C)[C@H](CN(C)Cc1ccc(Cl)c(Cl)c1)O2 returned IDH1 mut inh 0.4.
`O=C(Nc1ccccc1F)N[C@H]1CC[C@@H](CCNC(=O)C2CCCCC2)O[C@@H]1CO` gave EZH2 inh 4 and IDH1 mut inh -0.6.
